# High-throughput results (PubChem BioAssay)
# NSD2 HMT inh = inhibitors of human histone methyltransferase NSD2; NSD2 peptide methylation, AlphaScreen, 120 min; AID 743445; inhibition, % at 12.5 µM; O96028; 310,000 tested, 0.54% active; in the data active means inhibition above about 50%
# LANA DNA inh = blocks KSHV LANA C-terminal domain binding to DNA; MBP-C-LANA/FAM-LBS DNA binding, fluorescence polarization; inhibition, % at 9 µM; 340,000 tested, 0.078% active; AID 504423;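 active means highest replicate inhibition at or above 60% at 9 µM, even if other replicates fall short; inactive means all replicates below 60% inhibition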;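 further: 0% = neutral control wells and 100% = 4 µM acridine orange control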
# RTF Ca sens inh = cardiac RTF calcium desensitization | P19429+P45379 | IANBD-labeled cardiac RTF, Ca2+ fluorescence | inhibition, % at 7.15 µM | 340,000 tested, 0.12% active;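 active means inhibition above the mean inhibition of all tested compounds plus 3 SD, cut at about 17% in these data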;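 further: assay run at fixed EC70 calcium of 1.6 mM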
# CAL PDZ FP-1 = blocks peptide binding to the human CAL PDZ domain; 300,000 tested, 0.92% active; inhibition, % at 24.9 µM; AID 602252; purified CAL PDZ, TMR-peptide fluorescence polarization, 1 h; Q9HD26;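 active means mean inhibition of at least 30% with at least half of replicates also reaching 30%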;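 further: 0% = DMSO neutral control and 100% = excess unlabeled competitor peptide PRC23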
# DSG3 Ab inh = blocks pemphigus antibody binding to human desmoglein-3; P32926; DSG3-coupled beads, scFv-anti-DSG3-GFP binding, flow cytometry; stronger effect = lower value; binding (percent of control), % at 10 µM; 310,000 tested, 0.48% active; AID 588358;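 active means binding more than 3 SD below its plate's average and above zero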;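 further: hits lower antibody fragment binding to DSG3; some compounds called inactive have numbers as strong as hits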
# Target sequence (P32926 whole entry, looked up, the tested form may be a part): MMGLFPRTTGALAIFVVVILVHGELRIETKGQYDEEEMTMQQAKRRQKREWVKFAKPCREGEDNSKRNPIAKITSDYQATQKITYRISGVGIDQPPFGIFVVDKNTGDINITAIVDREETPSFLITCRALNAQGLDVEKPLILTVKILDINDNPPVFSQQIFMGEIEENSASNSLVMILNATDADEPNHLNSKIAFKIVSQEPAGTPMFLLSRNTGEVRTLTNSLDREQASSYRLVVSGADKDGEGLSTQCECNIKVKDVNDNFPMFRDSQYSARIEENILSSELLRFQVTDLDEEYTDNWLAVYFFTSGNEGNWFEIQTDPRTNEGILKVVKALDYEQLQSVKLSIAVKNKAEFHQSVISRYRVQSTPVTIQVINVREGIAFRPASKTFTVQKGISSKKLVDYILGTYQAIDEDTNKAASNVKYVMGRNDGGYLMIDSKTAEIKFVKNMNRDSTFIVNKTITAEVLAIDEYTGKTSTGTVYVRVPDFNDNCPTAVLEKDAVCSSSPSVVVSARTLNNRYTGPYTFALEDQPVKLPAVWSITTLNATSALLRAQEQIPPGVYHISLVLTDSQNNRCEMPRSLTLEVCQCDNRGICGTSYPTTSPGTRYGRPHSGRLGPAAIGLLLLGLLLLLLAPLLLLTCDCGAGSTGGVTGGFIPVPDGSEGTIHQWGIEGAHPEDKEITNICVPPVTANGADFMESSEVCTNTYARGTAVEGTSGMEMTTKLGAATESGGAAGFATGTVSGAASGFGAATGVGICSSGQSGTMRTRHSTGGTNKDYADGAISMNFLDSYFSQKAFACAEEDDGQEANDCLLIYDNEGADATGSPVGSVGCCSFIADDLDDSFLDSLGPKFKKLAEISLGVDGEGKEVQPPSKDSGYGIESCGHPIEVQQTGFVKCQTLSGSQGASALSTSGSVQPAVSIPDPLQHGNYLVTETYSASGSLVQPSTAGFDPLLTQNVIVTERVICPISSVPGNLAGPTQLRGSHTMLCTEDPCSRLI
# Arr AP2 block = blocks beta-arrestin peptide binding to AP2 adaptin; FITC-arrestin peptide / GST-AP2 beads, flow cytometry; AP2 beta2 appendage carries R879A mutation; inhibition, % at 10 µM; 340,000 tested, 0.31% active; AID 504490;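 active means inhibition above a set limit, near 3 SD of compounds lacking own fluorescence, cut at about 54% in these data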;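 further: plate controls were DMSO wells for no effect and 5 µM unlabelled arrestin peptide for full effect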
#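 Test system: GST-tagged AP2 beta2-adaptin appendage (R879A) on 4 µm glutathione beads; also added: fluorescein-tagged arrestin peptide at 50 nM final; timing: 12 min plus 1 h, RT; signal: flow cytometry, FL1 (488/535 nm); read-out: percent drop in bead-associated FITC signal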
# V-ATPase pH = alters yeast V-ATPase proton transport | S. cerevisiae, pHLuorin cytosolic pH fluorescence | 350,000 tested, 0.37% active | response, % at 10 µM; in the data active means response mostly above about 7.3%, no sharp cut-off; inactive means mostly below about 5.4%; further: actives read high; inactives centre near 0; some compounds called inactive have numbers as strong as hits; reference of the scale not given here
# CAL PDZ FP-2 = blocks peptide binding to human CAL PDZ domain | 330,000 tested, 0.02% active | purified CAL PDZ, TMR-peptide fluorescence polarization, 1 h | AID 504414 | inhibition, % at 20 µM | Q9HD26;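 active means highest replicate inhibition of at least 40%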;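 further: plate controls were DMSO neutral control wells for no effect and unlabeled competitor peptide control wells for full effect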
#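 Material: tagged CAL PDZ domain; buffer or medium: 25 mM sodium phosphate pH 7.4, 150 mM NaCl, TCEP, IgG, Thesit; compound dosing: single point, 20 µM; schedule: 1 h incubation at room temperature before polarization reading; measured by: FP readout, S and P plane fluorescence; read-out basis: percent inhibition from loss of millipolarization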
# DAGLB inh = diacylglycerol lipase beta (human) inhibition; Q8NCG7; HEK293T DAGLB membrane lysate, EnzChek fluorogenic substrate; inhibition, % at 5.17 µM; 340,000 tested, 0.059% active; AID 504411; in the data active means inhibition above about 34%;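 further: 0% = enzyme with vehicle and 100% = wells lacking enzyme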
# Keap1 Nrf2 FP = inhibitors of human Keap1-Nrf2 protein-protein interaction; Keap1 Kelch-Nrf2 peptide fluorescence polarization, 1536-well; 340,000 tested, 0.15% active; inhibition, % at 9.4 µM; AID 504523; in the data active means inhibition above about 12%;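 further: human Keap1 Kelch domain with fluorescein labeled Nrf2 9mer peptide probe; 0% = neutral control wells and 100% = peptide positive control; higher means more block of Keap1 binding to Nrf2 peptide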
# Starred values were filed as active, the others as inactive; . = no result given.
SMILES,NSD2 HMT inh,LANA DNA inh,RTF Ca sens inh,CAL PDZ FP-1,DSG3 Ab inh,Arr AP2 block,V-ATPase pH,CAL PDZ FP-2,DAGLB inh,Keap1 Nrf2 FP
COCCCNCCOCCOc1ccc(Cl)cc1C(C)(C)C,-1,-0.2,-7,-3,99,0,3,-0.6,-2,-6
O=C(NNC(=S)Nc1ccc(C(=O)O)c(O)c1)c1ccncc1,4,-0.9,2,.,84,2,-4,-0.3,0,2
Cc1ccc(C)n1-c1ccsc1C(=O)CC#N,-1,0.7,-3,.,101,38,1,-0.3,1,-5
O=C(CSc1ccc(-c2ccncc2)nn1)N1CCCC1,1,0.3,-2,1,115,-1,2,0.0,-1,-4
COc1ccc(NS(=O)(=O)c2cccc(C(=O)NCc3ccccn3)c2)cc1,.,-0.8,-23,-1,107,5,1,0.4,1,-1
CC1CCCCC12NC(=O)N(CC(=O)N1CCc3ccccc3C1)C2=O (configuration not stated),3,0.0,0,0,100,30,3,-3.1,-1,-4
COc1cccc2c(=O)c3c([nH]c12)OC(C)(C)C3,0,2.7,0,.,110,17,-1,-0.5,-1,-3
Cc1cc(CNC(=O)COc2ccc(F)cc2Cl)cc(C)c1O,4,1.8,-5,-3,98,25,-2,0.2,-4,1
Cc1ccc(NC(=O)C2CCC(CNC(=O)[C@@H]3Cc4ccccc4CN3)CC2)c(C)c1 (some centres not stated),5,7.5,-8,3,103,4,2,-0.3,-3,-4
COC(=O)c1cccc(N2C(=O)C3CC=CCC3C2=O)c1 (configuration not stated),1,-0.2,-9,-2,101,7,5,0.1,0,-8
Cn1cnnc1SCC(=O)c1ccco1,.,-0.5,-15,2,108,-3,0,-0.4,1,-7
COc1ccc(Cl)cc1NC(=O)CSc1nnc(CNC(=O)c2cccs2)o1,9,-0.5,-5,-11,102,-16,4,-1.2,1,4
CCc1ccccc1NC(=S)N(CCN(C)C)C(C)c1ccccn1 (configuration not stated),-4,-0.4,-2,-5,101,-1,1,.,2,1
Cc1ccc(/C=C2\NC(=S)NC2=O)cc1[N+](=O)[O-],3,1.6,-11,.,80,1,2,0.0,-3,2
S=c1[nH]nc(-c2ccco2)n1/N=C/c1cccc(Cl)c1Cl,12,1.1,13,-2,85,19,-2,-3.2,10,1
COCCN(Cc1ccccc1)C(=O)c1cccc(S(=O)(=O)N2CCN(c3ccc(F)cc3)CC2)c1,0,0.3,-1,-8,114,5,0,-1.6,-1,-1
CCc1ccccc1NC(=O)NNC(=O)CCc1ccc(OC)cc1,-2,0.1,-6,-5,107,-16,4,-2.4,0,-5
CCOC(=O)/C(C#N)=C1/SC(CCO)C(=O)N1c1ccccc1 (configuration not stated),-1,0.5,-3,6,.,-6,-6,-2.0,1,-1
O=C1OC(CCl)CN1Cc1ccc([N+](=O)[O-])cc1 (configuration not stated),-1,-1.8,-6,-6,110,2,0,1.3,1,1
COc1ccc2cc(C#N)c(SCC(=O)NNC(=O)Cc3ccccc3)nc2c1,-2,1.7,-5,-4,97,5,1,-1.9,3,-2
O=C(NCc1cnc2ccccn12)C1CCC(=O)N(Cc2cccc(F)c2)C1 (configuration not stated),-2,0.5,-2,1,111,-9,1,-2.1,-1,0
CCc1nc(SCC(=O)NCCc2ccc(OC)c(OC)c2)c2c(=O)n(C)c(=O)n(C)c2n1,.,0.2,-2,.,90,0,2,0.3,0,3
CC1(C)CC(O)C(C(O)c2cccc([N+](=O)[O-])c2)C(C)(C)N1 (configuration not stated),-3,0.5,1,-1,94,18,11,-0.5,0,0
COC(=O)/N=C/c1c(NCc2ccccc2)nc2c(C)cccn2c1=O,2,-1.4,-15,-3,93,0,4,-3.7,-1,0
NC(=O)NCCCC(=O)OCC(=O)c1ccc2ccccc2c1,1,1.1,-15,5,95,-15,2,-2.4,3,-5

# Next section; the last five above are carried over.
SMILES,NSD2 HMT inh,LANA DNA inh,RTF Ca sens inh,CAL PDZ FP-1,DSG3 Ab inh,Arr AP2 block,V-ATPase pH,CAL PDZ FP-2,DAGLB inh,Keap1 Nrf2 FP
O=C(NCc1cnc2ccccn12)C1CCC(=O)N(Cc2cccc(F)c2)C1 (configuration not stated),-2,0.5,-2,1,111,-9,1,-2.1,-1,0
CCc1nc(SCC(=O)NCCc2ccc(OC)c(OC)c2)c2c(=O)n(C)c(=O)n(C)c2n1,.,0.2,-2,.,90,0,2,0.3,0,3
CC1(C)CC(O)C(C(O)c2cccc([N+](=O)[O-])c2)C(C)(C)N1 (configuration not stated),-3,0.5,1,-1,94,18,11,-0.5,0,0
COC(=O)/N=C/c1c(NCc2ccccc2)nc2c(C)cccn2c1=O,2,-1.4,-15,-3,93,0,4,-3.7,-1,0
NC(=O)NCCCC(=O)OCC(=O)c1ccc2ccccc2c1,1,1.1,-15,5,95,-15,2,-2.4,3,-5
COc1cccc2cc(C(=O)NCc3ccco3)c(=O)oc12,1,-0.7,-4,-1,96,7,2,-2.4,2,4
NC(=O)N/N=C/c1cccc(C(F)(F)F)c1,.,0.2,-3,2,94,-9,-2,-1.4,2,-4
O=C(NCCN1CCOCC1)c1ccc([N+](=O)[O-])cc1[N+](=O)[O-],.,0.9,-1,0,99,3,0,-0.2,-3,-1
O=C(/C=C/c1ccc(Br)cc1)NC1CCCCCC1,-3,0.8,-3,-2,97,-5,2,-1.0,-2,1
CSCCC(NC(=O)c1ccccc1Br)C(=O)Nc1ccc(C)cc1 (configuration not stated),-7,-0.8,-23,-4,108,1,-2,-0.4,1,-5
CN1CCN(C(CNS(=O)(=O)c2cccs2)c2cccnc2)CC1 (configuration not stated),.,0.7,1,0,101,4,1,0.4,-4,-1
C=CCn1c(SCC(=O)NCC)nnc1-c1cc2c(s1)CCC(CC)C2 (configuration not stated),3,-1.7,-9,.,100,-3,-1,-0.7,0,-4
CCn1cc(C(=O)NC2CCCCCC2)c(=O)c2cc(S(=O)(=O)N3CCCCC3)ccc21,.,-1.2,2,-4,109,21,-2,-0.8,-5,-2
COc1ccc(Cc2nnc(NC(=O)Cn3cnc4c3c(=O)n(C)c(=O)n4C)s2)cc1OC,3,-0.6,-6,-1,108,1,0,0.2,0,0
O=C(Cn1cc2c(n1)CCCC2)N1CCOCC1,.,2.0,-2,-1,110,6,-1,-0.4,2,-6
CCN(CC)C(=O)CSc1nnc(-c2ccc(S(=O)(=O)NCc3ccccc3Cl)cc2)o1,2,-0.1,0,.,91,0,-2,-2.0,-1,-2
COc1cc(C2C(C#N)=C(N)Oc3cc(O)ccc32)cc(OC)c1OC (configuration not stated),0,1.2,-2,-3,124,0,-4,-3.1,-1,-6
CCOC(=O)/C=C1\CN(C(C)c2ccccc2)S(=O)(=O)c2ccccc21 (configuration not stated),.,5.1,-4,-2,108,4,4,-0.1,-1,-1
CN(C(=O)c1ccco1)c1nc(-c2ccc(Cl)cc2)cs1,1,3.8,0,-1,106,4,-2,.,-15,-5
Cc1ccc(NC(=O)COC(=O)c2ccc(CN3CCCC3=O)cc2)c(Cl)c1,1,-3.1,-8,.,103,-1,3,0.4,-2,-3
Cc1cccc(C(=O)c2cn[nH]c2-c2ccccc2O)c1,33,-0.9,1,-1,106,-2,-2,-1.3,0,-3
CCOc1ccc(NC(=S)NNC(=S)Nc2cccc(C(F)(F)F)c2)cc1,.,0.9,-1,-3,112,6,1,-1.9,9,3
COc1ccccc1NS(=O)(=O)c1cccc(C(=O)NCC(c2cccs2)N2CCOCC2)c1 (configuration not stated),-2,3.5,1,-4,111,2,0,-0.6,2,1
COc1cccc(S(=O)(=O)Nc2ccc(C(=O)Nc3ccncc3)cc2)c1,0,-0.5,-4,-5,109,3,1,-1.8,0,0
COc1ccc(-c2cn(CCc3c[nH]c4ccccc34)nn2)cc1,.,-0.8,7,-2,113,6,10,0.0,1,-6
COCCNC(=S)N(CCCO)Cc1cc2cc3c(cc2[nH]c1=O)OCCO3,0,1.6,-8,-1,109,-14,3,-0.3,0,-1
CC(Sc1ccccc1)C(=O)N1CCN(S(=O)(=O)c2ccc(Cl)cc2)CC1 (configuration not stated),3,-0.7,-18,-2,.,-18,-2,-3.0,-1,-4
CC(C)Cc1cc(CNC(=O)C2CCC(=O)N(CCc3cccc(F)c3)C2)on1 (configuration not stated),0,-0.4,-6,-2,.,3,-1,-1.9,-2,-2
O=C(O)CCC(=O)Nc1cccc(C(=O)c2ccccc2)c1,-1,-16,6,-1,95,-18,-3,0.4,2,2
CC(=O)Nc1ccc(NC(=O)c2ccc3c(c2)CCN3S(C)(=O)=O)cc1,-3,0.0,2,-4,90,38,-3,-0.7,2,-3
# Further results
SMILES,NSD2 HMT inh,LANA DNA inh,RTF Ca sens inh,CAL PDZ FP-1,DSG3 Ab inh,Arr AP2 block,V-ATPase pH,CAL PDZ FP-2,DAGLB inh,Keap1 Nrf2 FP
CC(C)NC(=O)N(C)C[C@H]1Oc2ccc(NC(=O)Nc3ccccc3)cc2C(=O)N([C@H](C)CO)C[C@@H]1C,.,0.3,-6,4,105,4,6,-0.6,0,-3
CCCCN(CC)C(=O)Cn1nc(Cc2ccncc2)c2ccccc2c1=O,-1,-1.8,-5,-13,95,-12,-1,-1.8,1,3
CC1CN=C2C(C(=O)Nc3ccccc3)=C(O)CC(c3ccccc3)N21 (configuration not stated),0,-1.2,3,-1,90,-3,-4,-2.6,-1,-2
O=C(NCc1ccccc1)c1ccc(/C=N/O)nc1,-8,-0.1,0,2,105,-5,1,-2.5,0,0
O=C(Cc1ccc2c(c1)OCCO2)Nc1cc(Cl)ccc1N1CCOCC1,1,-3.4,-3,5,90,35,4,-1.7,-2,5
CCS(=O)(=O)N1CCN(C(=O)c2cccc(OC)c2)CC1,-2,-0.4,-16,5,.,17,-2,-0.4,-5,-3
CCOCC(=O)N1CCC(Cc2ccccc2)CC1,3,-0.9,.,1,96,-8,1,-0.3,.,-1
C=CCn1c(CNC(=O)c2ccccc2F)nnc1SCc1nc2ccccc2c(=O)[nH]1,1,3.9,-2,4,100,20,1,-0.6,-1,1
CCc1ccc(N2CC(C(=O)OCc3csc(CC(=O)Nc4ccccc4C)n3)CC2=O)cc1 (configuration not stated),-2,-1.1,3,-3,96,62*,-1,0.7,-1,6
COc1cc(OC)nc(Oc2ccccc2C(=O)Oc2ccc(Cl)cc2)n1,-6,1.5,-3,-3,125,-12,4,-3.5,-27,-2
COc1ccc(/C=C2/C(=O)N=C3SCCN32)cc1,2,-0.8,-5,-1,98,3,2,-0.4,-1,1
COc1cc(Cl)c(CNC[C@H]2O[C@@H](n3cnc4c(N)ncnc43)[C@H](O)[C@@H]2O)c(Cl)c1O,.,0.5,-4,-1,100,34,0,0.8,-2,-2
CCOc1ccc(N2C(=O)S/C(=C\c3cccn3C)C2=O)cc1,0,1.4,5,-3,96,2,-3,-0.1,-1,-2

# Not all compounds are listed; count on the stated rates, not on these rows.
